Screening results: PubChem BioAssay, Broad Institute
CFTR F508del cor: correctors of CFTR F508del function in bronchial epithelial cells; CFBE cells, YFP halide quenching; stimulated with forskolin plus potentiator P3; % fluorescence drop versus neutral controls; 0.36% of 350,000 active; activity (quench increase), % at 7.58 µM;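 active = mean added fluorescence quench of at least 8% versus neutral control, with both replicates also reaching 8%; inconclusive = only one of the mean or replicate conditions met; inactive = mean below 8% and not both replicates reaching 8%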;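 also: cells transiently co-express mutant CFTR-F508del with the halide-sensitive YFP; corrector assay measuring rescue of mutant channel to the surface after 24 h compound exposure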
ARNT-TACC3 inh: ARNT/TACC3 interaction disruption; Q9Y6A5; AlphaScreen His-ARNT PAS-B/GST-TACC3 binding, luminescence; TACC3 fragment carries E629A point mutation; inhibition, % at 9.99 µM; 0.66% of 390,000 active;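 active = mean inhibition of replicates at least 50% and at least half of replicates each reaching 50%; inconclusive = half or more replicates reach 50% but mean below 50%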;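 also: 0% = complete ARNT plus TACC3 wells and 100% = ARNT alone without TACC3; many hits fall short of the cut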
GSIS activator: primary screen for activators of insulin secretion dependent on glucose, INS-1E cells, GLuc reporter luminescence | INS-1E GLuc reporter insulin secretion, 2-3 h | activation, % at 16.6 µM | 0.61% of 370,000 active | AID 743287;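 active = lowest replicate activation of at least 40%, so every replicate reaches that level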;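 also: 0% = median of neutral control wells and 100% = median of IBMX positive control wells; some compounds called inactive have numbers as strong as hits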
EWS-Fli inh: inhibitors of EWS/Fli oncoprotein transcriptional activity; A673 NR0B1-luciferase reporter, viability-normalised; inhibition, % at 12.6 µM; 0.67% of 350,000 active;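 active = mean inhibition of at least 50% after viability correction, with every replicate also passing that limit; inconclusive = mean reaches 50% but only one of two replicates passes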;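 also: firefly luciferase signal divided by Alamar Blue viability fluorescence both relative to DMSO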
PAX8 reporter: inhibitors of PAX8 transcriptional activity in RMG-I cells; RMG-I TPO-luciferase reporter, SteadyGlo, 24 h; inhibition, % at 12.6 µM; 1.2% of 360,000 active; AID 652154;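 active = mean replicate inhibition at least 60% with every replicate also reaching 60%; inconclusive = only one of the two criteria is met; inactive = mean below 60% and not all replicates reaching 60%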;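 also: luciferase light reporting Pax8 driven TPO promoter activity; plate controls were median of neutral control wells for no effect and mitoxantrone controls for full effect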
Xi reactivation: reactivates the inactive X chromosome in mouse fibroblasts; 0.055% of 360,000 active; AID 743238; XiGFP mouse fibroblasts, % GFP-positive cells imaging, 3 d; cells co-treated with 5-aza-dC sensitizer; scaled so ellipticine positive control = 100%; activation, % at 7.58 µM;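 active = mean normalized replicate activation at least 10% and every replicate at or above 10%; inconclusive = only one of the two criteria met; inactive = mean below 10% and not all replicates reach 10%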;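 also: 0% = median of on-plate neutral control wells and 100% = ellipticine 6 µM median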
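System: 68-5-11 XiGFP fibroblast line | Buffer or medium: DMEM containing 5-aza-dC | Compound: Single point | Times: Compounds 3 days, fix/stain 15 min at room temperature | Benchmarks: Positive control ellipticine, 6 µM final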
DENV2 CPE rescue: DENV2-induced cell death inhibition. DENV2-infected cells, cytopathic effect rescue, plate reader. CPE inhibition, % at 9.99 µM. 1.7% of 350,000 active. AID 651640; in the data active = CPE inhibition above about 20%, passing the limit was not always enough; inconclusive = no clear call, values can overlap the other calls; tested in BHK-21 cells;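 also: 0% = median of neutral control wells and 100% = median of positive control wells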
ERp5 inh: inhibitors of human ERp5 | 0.05% of 350,000 active | ERp5 insulin aggregation, absorbance 650 nm, 90 min | inhibition, % at 9.99 µM;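 active = mean replicate inhibition above about 25%, with every replicate also reaching it, limit read from the data, passing the limit was not always enough; inconclusive = only one of those two criteria met; inactive = neither criterion met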
Target sequence (Q15084 whole entry, looked up): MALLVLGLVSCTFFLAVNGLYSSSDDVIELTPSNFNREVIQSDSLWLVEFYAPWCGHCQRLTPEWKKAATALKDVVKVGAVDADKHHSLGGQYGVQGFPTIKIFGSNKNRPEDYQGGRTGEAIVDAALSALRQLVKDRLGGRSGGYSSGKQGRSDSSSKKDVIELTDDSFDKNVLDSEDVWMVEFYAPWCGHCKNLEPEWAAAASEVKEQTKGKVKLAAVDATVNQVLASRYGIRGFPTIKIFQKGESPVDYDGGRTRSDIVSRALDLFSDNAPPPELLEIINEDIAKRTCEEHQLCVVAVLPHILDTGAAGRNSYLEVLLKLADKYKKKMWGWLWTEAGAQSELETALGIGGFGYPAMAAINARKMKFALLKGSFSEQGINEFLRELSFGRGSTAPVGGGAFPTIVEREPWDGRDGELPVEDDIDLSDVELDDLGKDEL
Numbers without * were called inactive; ? = inconclusive; / = no result given; & = joins results of further samples.

SMILES | CFTR F508del cor | ARNT-TACC3 inh | GSIS activator | EWS-Fli inh | PAX8 reporter | Xi reactivation | DENV2 CPE rescue | ERp5 inh
COc1ccc(C(=O)NC23CC4CC(CC(C4)C2)C3)cc1OC | -1.8 | -10 | 6 | 18 | -13 | 0.4 | -9 | 3
COc1ccccc1CCN1CCCC(CN(C)C(=O)c2ccco2)C1 (configuration not stated) | 0.2 | -3 | -7 | -6 | 3 | 0.2 | 5 | 5
O=C1NC(=Nc2ccccc2)S/C1=C\c1cccnc1 | -0.3 | -4 | / | 2 | -30 | 0.1 | 16 | -1
Cc1ccc(S(=O)(=O)N2CCCC(CCC(=O)NCc3ccccc3F)C2)s1 (configuration not stated) | -0.4 | -7 | -18 | -3 | -14 | 0.1 | 4 | -4
CCN(CC)C(=O)c1csc(COCCO)n1 | -0.9 | / | / | -1 | 21 | 0.2 | -3 | -1
C[C@@H]1CCCCO[C@@H](CN(C)S(C)(=O)=O)[C@@H](C)CN([C@@H](C)CO)C(=O)c2cc(NS(C)(=O)=O)ccc2O1 | -0.5 | -1 | 9 | -13 | -35 | -0.1 | 8 | /
Cc1noc(C)c1NC(=O)Nc1ccc2c(c1)C(=O)N([C@@H](C)CO)C[C@@H](C)[C@@H](CN(C)CC1CCCCC1)OCCCC[C@H](C)O2 | 3.1 | -2 | -13 | 3 | / | 0.0 | / | -5
CNc1ncc(C(=O)c2ccc(Br)cc2)s1 | -6.6 | -4 | 4 | -64 | -170 | 0.0 | -2 | -1
CN1CCN(C(=O)CSc2ccc(Cl)cc2)CC1 | -1.1 | 2 | -8 | -29 | -48 | 0.0 | -1 | -2
O=C1CSc2ccc(C(=O)NCc3ccccn3)cc2N1 | -2.1 | 10 | -7 | -9 | 6 | -0.1 | -6 | 1
CCN(CC)S(=O)(=O)c1ccc(Oc2ccccc2)c(N)c1 | -0.1 | 4 | -15 | -9 | 18 | -0.8 | 0 | -3
O=S(=O)(Nc1cccc(-n2cnnn2)c1)c1cc(Cl)ccc1Cl | 3.0 | -11 | -14 | / | -10 | 0.0 | 1 | 9
CCCNC(=O)CNC(=S)N(Cc1ccccc1F)C1CCCCC1 | -3.8 | -5 | -40 | 13 | -12 | 0.3 | 4 | 2
O=C(Nc1nc2ccccc2[nH]1)c1cc(F)cc(F)c1 | 0.9 | 5 | 6 | -67 | -216 | 0.0 | 1 | -9
Nc1n[nH]c(C2CCCCC2)n1 | -1.9 | -1 | -2 | -2 | -4 | -0.1 | 5 | -2
O=C(NCc1n[nH]c(=S)n1-c1ccc([N+](=O)[O-])cc1)c1ccc(S(=O)(=O)N2CCOCC2)cc1 | 0.9 | / | 4 | 0 | -1 | 0.0 | / | 2
O=C(O)c1cccc(-n2cccc2C=C2C(=O)c3ccccc3C2=O)c1 | 1.0 | -13 | 1 | -27 | 14 | 0.1 | -1 | -5
COc1cccc(-c2n[nH]c(=S)n2Cc2ccco2)c1OC | -1.1 | 1 | 8 | -15 | / | / | 7 | -14
O=C(CSc1nc2ccccc2c(=O)n1-c1ccccc1)N1CCCc2ccccc21 | / | -6 | 0 | / | -3 | -0.3 | / | /
CN(C)C(=O)[C@@H]1[C@@H](CO)[C@@H]2Cn3c(ccc(C4=CCCCC4)c3=O)[C@H]1N2CC1CC1 | 1.3 | -2 | -2 | -10 | 1 | 0.1 | 2 | 2
C[C@@H]1CN([C@H](C)CO)C(=O)c2cc(-c3cccc(C#N)c3)cnc2O[C@H]1CN(C)Cc1cccnc1 | -4.2 | -6 | 0 | -6 | 3 | -0.4 | 7 | 1
C=CCC[C@@H](Cc1ccc(F)cc1)C(=O)OC[C@@H](Cc1c[nH]c2ccccc12)NC(=O)[C@@H](CC=C)CC(=O)N(CCO)Cc1ccccc1 | -3.7 | 2 | -8 | 5 | 67* | 0.2 | 3 | 0
N#Cc1csc(CCNC(=O)c2ccccc2)n1 | 0.1 | / | -1 | -12 | -25 | 0.5 | -2 | 6
CC(=O)Nc1cccc(-c2ccnc3c2CC(C(=O)NCCN(C)C)O3)c1 (configuration not stated) | -1.1 | / | -8 | -2 | / | 0.4 | 7 | -8
COc1ccc(NC(=O)N(C)C[C@H]2Oc3c(NC(=O)c4cnccn4)cccc3C(=O)N([C@H](C)CO)C[C@@H]2C)cc1 | 0.5 | -2 | -2 | -5 | / | 0.3 | -10 | 3

Arranged by molar mass (highest first): four of the compounds above
SMILES | CFTR F508del cor | ARNT-TACC3 inh | GSIS activator | EWS-Fli inh | PAX8 reporter | Xi reactivation | DENV2 CPE rescue | ERp5 inh
O=C(CSc1nc2ccccc2c(=O)n1-c1ccccc1)N1CCCc2ccccc21 | / | -6 | 0 | / | -3 | -0.3 | / | /
COc1ccc(C(=O)NC23CC4CC(CC(C4)C2)C3)cc1OC | -1.8 | -10 | 6 | 18 | -13 | 0.4 | -9 | 3
CNc1ncc(C(=O)c2ccc(Br)cc2)s1 | -6.6 | -4 | 4 | -64 | -170 | 0.0 | -2 | -1
N#Cc1csc(CCNC(=O)c2ccccc2)n1 | 0.1 | / | -1 | -12 | -25 | 0.5 | -2 | 6

Random excerpt: two compounds from above
SMILES | CFTR F508del cor | ARNT-TACC3 inh | GSIS activator | EWS-Fli inh | PAX8 reporter | Xi reactivation | DENV2 CPE rescue | ERp5 inh
O=C(CSc1nc2ccccc2c(=O)n1-c1ccccc1)N1CCCc2ccccc21 | / | -6 | 0 | / | -3 | -0.3 | / | /
CCCNC(=O)CNC(=S)N(Cc1ccccc1F)C1CCCCC1 | -3.8 | -5 | -40 | 13 | -12 | 0.3 | 4 | 2

(cont.)
SMILES | CFTR F508del cor | ARNT-TACC3 inh | GSIS activator | EWS-Fli inh | PAX8 reporter | Xi reactivation | DENV2 CPE rescue | ERp5 inh
O=C(NN1C(=O)C2C3C=CC(C3)C2C1=O)c1ccccc1 (configuration not stated) | 0.5 | 0 | 8 | 1 | -6 | 0.0 | -4 | 2
C[C@@H]1CN([C@H](C)CO)C(=O)c2cccc(NC(=O)Nc3cccc4ccccc34)c2O[C@@H]1CN(C)S(=O)(=O)c1ccccc1 | 0.6 | -7 | -8 | 1 | 8 | -0.9 | -10 | 2
O=C(NN1C(=O)C2C3c4ccccc4C(c4ccccc43)C2C1=O)c1ccc(Cl)cc1 (configuration not stated) | / | -3 | -20 | -12 | 8 | 0.6 | 1 | 4
Cc1nc(-c2cccc(NC(=O)COc3ccc(Cl)cc3)c2)cs1 | -2.7 | -2 | -8 | -9 | -6 | 0.2 | -7 | -10
CCN(Cc1ccccc1)C(=O)CN1C(=O)c2ccccc2S1(=O)=O | 1.4 | 12 | 13 | -1 | -18 | 0.0 | 1 | -1
CN(Cc1c(C(=O)N/N=C/c2cc(F)ccc2F)nnn1-c1nonc1N)C1CCCCC1 | 2.1 | -2 | / | -5 | 0 | 0.0 | 10 | 4
CC(C)[C@H](NC(=O)C1CCN(S(=O)(=O)c2ccccc2)CC1)C(=O)NCc1ccncc1 | -2.4 | -1 | 8 | / | 4 | 0.1 | 1 | 2
O=C(c1cccc(F)c1)N1CC(=O)N2[C@H](C1)[C@H](c1ccc(-c3cccnc3)cc1)[C@@H]2CO | -3.3 | / | 15 | / | / | 0.2 | -3 | -1
O=C(Nc1ccc(F)cc1)N1CC(=O)N2[C@H](CO)[C@H](c3ccc(Br)cc3)[C@H]2C1 | 2.1 | / | -10 | 4 | 10 | 0.1 | 0 | 5
O=C(NCCc1ccccc1)C1CCN(C(=O)c2sccc2-n2cccc2)CC1 | 0.6 | -2 | / | -6 | 4 | 0.2 | 5 | 2
Cc1ccn2c(Cc3ccccc3)c(-c3ccccc3)nc2c1 | -2.4 | / | -1 | -90 | -228 | -0.2 | 6 | -3
Cc1cnc(NC(=O)COc2ccc3c(c2)CCC3)s1 | -1.3 | -2 | -9 | -65 | -81 | 0.0 | 5 | 0
COc1cc(C2c3[nH]c4ccccc4c3C[C@H]3C(=O)N(CCO)CC(=O)N23)cc(OC)c1OC (some centres not stated) | 0.2 | 2 | 24 | -1 | -2 | 0.5 | -6 | 1
COc1ccc(NC(=O)Nc2ccc3c(c2)C(=O)N([C@H](C)CO)C[C@H](C)[C@@H](CN(C)S(=O)(=O)c2ccc(F)cc2)O3)cc1 | 1.6&2.0 | / | 8&-14 | 3&0 | -2&-5 | -0.1&0.1 | ? | -6&4
CCOc1cc(C=O)cc(Cl)c1OCC(N)=O | 3.5 | 9 | 1 | 5 | 12 | -0.1 | 3 | 0
C[C@H]1CN([C@@H](C)CO)C(=O)Cc2cc(NC(=O)CCN3CCOCC3)ccc2O[C@@H]1CN(C)C | 3.6 | -18 | 3 | -5 | -6 | -0.8 | -10 | 0
CCOC(=O)N/N=C(/C)c1ccc([N+](=O)[O-])o1 | -0.8 | 2 | 2 | 3 | / | / | 13 | -4
COCCOC(=O)c1c(C)oc2ccc(NS(=O)(=O)c3ccc(F)cc3)cc12 | 4.2 | 7 | -20 | -16 | 17 | -0.2 | 1 | -11
OC[C@H]1Nc2ccc(-c3cccc(F)c3)cc2[C@@H]2[C@H]1CCN2Cc1ccc(F)cc1 | 1.3 | -1 | -3 | -30 | -106 | 0.2 | 48* | -1
CC(=O)N1[C@H](CO)[C@H](c2ccc(-c3cccc(F)c3)cc2)[C@@H]1CNC(=O)C1CC1 | 2.0 | -3 | -8 | -2 | 4 | 0.3 | ? | /
CCCn1ccnc1SCC(=O)Nc1c(C)n(C)n(-c2ccccc2)c1=O | -0.7 | / | 1 | -2 | -2 | 0.2 | -2 | 6
N/C(Cc1ccc(Cl)cc1Cl)=N\OC(=O)c1ccc(Br)o1 | -1.8 | -3 | 1 | 0 | 7 | -0.1 | 1 | -3
COc1ccc2nc(NC(=O)C34CC5CC(CC(NC(C)=O)(C5)C3)C4)sc2c1 | 0.5 | 0 | -3 | -81 | -86 | 0.1 | 9 | 7
OCCCNc1ncnc2c1ncn2[C@H]1CN(Cc2ccc(-c3ccccc3)cc2)C[C@@H](CO)O1 | -3.7 | / | 8 | 4 | 10 | -0.1 | 1 | -2
N=c1occ(C(=O)c2cc(F)ccc2O)cc1C(=O)NC1CCCCC1 | -2.6 | -1 | -13 | 0 | -18 | 0.0 | 3 | 6
CCC(=O)Nc1ccc2c(c1)OC[C@H](C)N(C(=O)c1cnccn1)C[C@H](C)[C@H](OC)CN(C)C2=O | 2.1 | / | 5 | 5 | 4 | -0.1 | / | /
O=C(NCC[C@H]1CC[C@@H](NC(=O)C2CC2)[C@@H](CO)O1)c1ccc(F)cc1 | -1.3 | -8 | 9 | 1 | / | -0.1 | ? | -6
CSc1ncccc1C(=O)NNC(=O)c1ccc(NS(=O)(=O)c2cccs2)cc1 | -1.1 | -2 | 0 | -9 | -10 | 0.0 | -11 | 7
CC(C)OC(=O)c1ccc(NC(=O)CSc2nc3ncccc3[nH]2)cc1 | -2.3 | -1 | -20 | -16 | -26 | 0.2 | 6 | 4
CC(C)C(=O)Nc1ccc2c(c1)C(=O)N(C)[C@H]1CC[C@H](CC(=O)Nc3cccc(F)c3)O[C@@H]1CO2 | -2.8 | 3 | -2 | 9 | 7 | 0.0 | -7 | -3
